GCN5L2 inh: qHTS Assay for Inhibitors of GCN5L2; Histone acetyltransferase KAT2A (Homo sapiens), Q92830; GCN5L2 HAT assay, ThioGlo1 CoA-SH fluorescence; Potency, µM (highest dose often 58.9 µM), without a hit: top-dose activity change, negative = inhibition, actives largely listed as inhibitors; 390,000 compounds, 0.21% hits
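Free CoA generated was detected with ThioGlo1 (50uM) fluorescence at Ex340nm/Em540nm, read immediately and after 20 min at room temperature. Enzyme, 20 nM in HEPES pH 7.5 buffer, saw compounds 15 min before adding 75uM H3(1-25) peptide and 70uM acetyl-CoA.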
N370S GC: qHTS Assay for Inhibitors and Activators of N370S glucocerebrosidase as a Potential Chaperone Treatment of Gaucher Disease; 330,000 compounds, 0.092% hits; N370S GC spleen homogenate, 4MU-glucoside fluorescence; Potency, µM (series often up to 59.4 µM), inactives show at the top dose activity change, negative = inhibition, most hits filed as inhibitors; Lysosomal acid glucosylceramidase (Homo sapiens), P04062;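 note: 0% = full enzyme activity and -100% = no enzyme basal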
FEN1 inh: qHTS Assay for the Inhibitors of Human Flap endonuclease 1 (FEN1) | P39748 | Recombinant FEN1 flap cleavage, fluorescence, 15 min | Potency, µM (titrated, usually from 114 µM), inactives show at the top dose activity change, negative = inhibition, actives largely listed as inhibitors | 390,000 compounds, 0.35% hits | AID 588795, 2011; note: nearly all actives have a fitted effect of over 65% in size
Target sequence (P39748 whole entry, looked up): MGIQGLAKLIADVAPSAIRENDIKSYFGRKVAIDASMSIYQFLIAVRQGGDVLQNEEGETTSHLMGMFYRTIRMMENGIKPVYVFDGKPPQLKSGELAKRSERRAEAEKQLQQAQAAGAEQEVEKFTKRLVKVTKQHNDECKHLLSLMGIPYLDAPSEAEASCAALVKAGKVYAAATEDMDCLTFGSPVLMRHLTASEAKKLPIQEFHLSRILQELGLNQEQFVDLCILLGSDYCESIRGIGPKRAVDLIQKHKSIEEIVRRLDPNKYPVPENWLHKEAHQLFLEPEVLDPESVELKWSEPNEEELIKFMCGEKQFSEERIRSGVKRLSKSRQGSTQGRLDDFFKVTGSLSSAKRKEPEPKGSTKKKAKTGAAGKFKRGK
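Compounds are tested as a concentration series against 10 nM FEN1; after a 15 min room-temperature preincubation, 50 nM substrate starts cleavage, with plate reads at 0 and 15 min. Normalized responses are fitted by a Hill equation.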
* = called active by the depositor; ? = inconclusive; · = no result given; & = joins results of further samples; [ ] = remark or other dose. Calls come from the whole dose curve; as a rule, active = well fitted curve in the direction sought with a large enough effect; inconclusive = small, poorly fitted or top-dose-only effect, or another doubt; inactive = no such curve, though single readings can be large; an effect the other way counts as inactive or inconclusive. Unless noted, % is set by controls: 0 for no effect and ±100 for the full control effect; potency is the fitted concentration of half-maximal effect.

SMILES	GCN5L2 inh	N370S GC	FEN1 inh
Cc1ccc(-c2nnc3ccccc3c2C(=O)Nc2ccc(C)c(F)c2)cc1	12%	·	-3%
Cc1ccc(-c2c(C(=O)Nc3ccccc3F)oc(=O)c3ccccc23)cc1	-6%	·	-12%
COc1cc(NS(=O)(=O)c2ccc(NC(=O)c3cccnc3)cc2)ncn1	3%	3%	3%
c1ccc(Nc2nc(-c3cccnc3)cs2)nc1	-4%	10%	0%
COc1ccc(N=c2scc(-c3ccc(S(=O)(=O)N4CCOCC4)cc3)n2CCCO)cc1	-10%	-3%	·
O=C(OCc1cc(=O)n2nc(-c3cccs3)sc2n1)c1ccc(Cl)cc1	-8%	·	16%
Cn1ncc([N+](=O)[O-])c1C(=O)N1CCCCCC1	-17%	-9%	-6%
O=C1NCCN(Cc2ccc(Cl)c(F)c2)C1CC(=O)N1CCCCO1 (stereo not given)	-5%	-6%	19%
Cc1nc(-c2ccc(F)cc2)sc1CCNC(=O)C(=O)Nc1ccc2c(c1)OCO2	-9%	·	13%
COc1ccc(NC(=O)c2cnn3c(C(F)(F)F)cc(-c4ccco4)nc23)cc1OC	2%	21%	-1%
CN(c1ncc(C(F)(F)F)cc1Cl)n1cc(C(N)=O)c2ccccc2c1=O	-6%	-6%	-5%
CCCCN(C(=O)c1ccc(C#N)cc1)c1c(N)n(CCC)c(=O)[nH]c1=O	-13%	-2%	0%
CN(C(=O)c1cccc(C#CC(C)(C)O)c1)C1CCCN(Cc2ccccc2F)C1 (stereo not given)	-10%	-4%	-1%
COc1ccccc1NC(=O)c1sc2ncn(Cc3ccccc3Cl)c(=O)c2c1C	-8%	·	1%
Cc1cccc(NC(=O)CCCN2C(=O)c3cccc4cccc(c34)C2=O)c1	31%[activator]	2%	-5%
Cc1cc(C)c(S(=O)(=O)Nc2nnc(C3CCCCC3)s2)c(C)c1	-10%	?	14%
CCOc1ccc2c(c1)[nH]c(=S)n2C	-3%	0%	-2%
CCCc1cc2c(cc1NC(=O)c1ccccc1C)OCO2	4%	10%	-3%
CCOc1ccc(NS(=O)(=O)c2ccc(NC(=O)C3CC3)cc2)cc1	-2%	-7%	10%
CCN1CCN(C(=O)CCNC(=O)Cn2ccc3ccccc3c2=O)CC1	-7%	14%	6%
C=CCNC(=S)N/N=C1\CCS(=O)(=O)c2ccccc21	-28%	-18%	-1%
CSc1nc(N)nc(SCC(=O)OC(C)C)c1C#N	-3%	10%	7%
CC(=O)C[C@@H](O)CC(=O)[C@@H]1OC(=O)CC/C=C\Cc2ccccc21	-10%	·	16%
CC(=O)c1c(C)oc2c1cc(NS(=O)(=O)c1ccc(C(C)(C)C)cc1)c1ccccc12	-13%	·	-31%

Some of these compounds in order of SMILES length, low to high.
SMILES	GCN5L2 inh	N370S GC	FEN1 inh
CSc1nc(N)nc(SCC(=O)OC(C)C)c1C#N	-3%	10%	7%
CCN1CCN(C(=O)CCNC(=O)Cn2ccc3ccccc3c2=O)CC1	-7%	14%	6%
CN(C(=O)c1cccc(C#CC(C)(C)O)c1)C1CCCN(Cc2ccccc2F)C1 (stereo not given)	-10%	-4%	-1%

(continued)
SMILES	GCN5L2 inh	N370S GC	FEN1 inh
COc1ccc(/C=C/C(=O)NCCSCc2ccco2)cc1OC	-6%	-4%	16%
CCn1nnnc1NCc1ccc(OCc2ccc(F)cc2Cl)c(OC)c1	-10%	-1%	-19%
O=C(c1ccc(N2CCOCC2)c([N+](=O)[O-])c1)N1CCN(Cc2ccccc2)CC1	1%	-3%	3%
COc1cc(NC(=O)COC(=O)/C=C/c2ccc(O)c(OC)c2)cc(OC)c1	-12%	-1%	-16%
Cc1ccc(C(=O)NCC(=O)OCC(=O)NC(C)c2ccccc2)s1 (stereo not given)	-7%	-3%	-15%
Cc1cc(-n2ccnc2)n2c(nc3ccccc32)c1C#N	-26%	2%	-5%
O=C(CSCCN1C(=O)c2ccccc2C1=O)Nc1ccc2ccccc2c1	-8%	?	-11%
O=C(Nc1nccs1)c1ccc(COc2ccccc2Br)o1	-24%	11%	-1%
COc1ccc(N2CCN(C(=O)CCNS(=O)(=O)c3ccccc3)CC2)cc1	-6%	0%	4%
Cc1cc(CN(C)C(=O)c2ccc(OC3CCN(Cc4ccccn4)CC3)cc2)on1	-4%	-13%	-1%
CCOc1ccc(OCC)c(-c2c(=O)n(OCc3ccccc3Br)c3ccccc3[n+]2[O-])c1	-6%	27%	1%
CCC[C@H](NC(C)=O)C(=O)N[C@H]1CC(=O)ONCCCC[C@@H](C(N)=O)NC(=O)[C@H](Cc2c[nH]c3ccccc23)NC(=O)[C@H](CCCN=C(N)N)NC(=O)[C@@H](Cc2ccc3ccccc3c2)NC(=O)[C@H](Cc2cnc[nH]2)NC1=O	-14%	-1%	·
Cc1nc2nc(-c3cccnc3)[nH]n2c(=O)c1C	0%	2%	-3%
CCc1ccc2occ(CC(=O)Nc3c(C(=O)c4ccccc4)oc4ccccc34)c2c1	-12%	·	7%
CCSCCOC(=O)C1=C(C)NC2=C(C(=O)CCC2)C1c1coc2ccccc2c1=O (stereo not given)	-10%	-3%	-3%
C#CCCOC(=O)N1C2=NC(C(=O)OC)=C(C(=O)OC)[C@@H]3N(C)c4ccccc4[C@]23C[C@H]1C(=O)OC	0%	-15%[12.8 µM]	-1%
Cc1cccc(OCC(=O)OC2CCN(C)CC2)c1	-1%	4%	1%
Cc1ccc(C(=O)CSc2nnc3c4ccccc4nc(Cc4ccccc4)n23)cc1	-4%	4%	4%
CC(C)CCn1c(SCc2cccc(F)c2)nc2ccsc2c1=O	-6%	·	-13%
Cc1cc(OCC(F)(F)C(F)(F)C(F)(F)C(F)(F)C(F)(F)C(F)F)nc(N)n1	1%	-16%	-13%
Cc1cc(C)c(-c2noc(C(=O)OC(C)(C)C)c2C(=O)OC(C)(C)C)c(C)c1	-2%	24%[12.8 µM]	-13%
C#CCO[C@@H]1C[C@H](n2ccc(NC(=O)c3ccccc3)nc2=O)O[C@@H]1CO	-1%	-2%	-11%
CC(NC=O)c1nc2ccccc2n1CCc1ccccc1 (stereo not given)	-2%	-3%	0%
CCOc1ccc(C(=O)NN2CCOCC2)cc1	0%	0%	-16%
CCCCc1ccc(-c2ccc(Br)cc2)nc1	-2%	7%	7%
COC(=O)c1ccc(NC(=O)CSc2ccccc2)cc1	2%	-19%	-9%
COC(=O)c1ccc(NC(=O)CCN2CCCCC2)cc1	-4%&0%	14%&5%	4%&-2%
Cc1ccc2nc(-c3ccccc3O)c(Nc3ccccc3C)n2c1	-18%	·	-9%
CN(C)C(/C=C/Nc1ccc([N+](=O)[O-])cc1)=C(C#N)C#N	-3%	2%	1%
C=CCOc1cccc(C2/C(=C(/O)c3ccc(F)cc3)C(=O)C(=O)N2CCN2CCOCC2)c1 (stereo not given)	-10%	0%	-3%
COc1cccc(NC(=O)CN(C)C(C)C(=O)Nc2ccc(S(=O)(=O)N3CCOCC3)cc2)c1 (stereo not given)	4%	-6%	0%
Cc1ccccc1CN1CCC(CNC(=O)c2c(C)oc3ncnc(N4CCCCC4)c23)CC1	20%	·	0%
C=CCC[C@@H](Cc1ccc(F)cc1)C(=O)OC[C@@H](Cc1ccccc1)NC(=O)[C@H](CC=C)CC(=O)NCCO	-7%	·	0%
CC(Oc1cc2oc(=O)c3c(c2cc1Cl)CCCC3)C(=O)NCc1cccnc1 (stereo not given)	-6%	-1%	9%
O=C(NCCCN1CCCC1)c1cc2c(Cl)nc3ccccc3c2s1	-6%	-3%	40µM*
CCC(C)N1C(=O)S/C(=C/c2ccc3c(c2)n(C)c(=O)n3C)C1=O (stereo not given)	-9%	-6%	3%

The final three entries of the part above come first, to join the parts:
SMILES	GCN5L2 inh	N370S GC	FEN1 inh
CC(Oc1cc2oc(=O)c3c(c2cc1Cl)CCCC3)C(=O)NCc1cccnc1 (stereo not given)	-6%	-1%	9%
O=C(NCCCN1CCCC1)c1cc2c(Cl)nc3ccccc3c2s1	-6%	-3%	40µM*
CCC(C)N1C(=O)S/C(=C/c2ccc3c(c2)n(C)c(=O)n3C)C1=O (stereo not given)	-9%	-6%	3%
COC(=O)C(C)n1cnc2c(nnn2Cc2ccc(Cl)cc2)c1=O (stereo not given)	-2%	4%	-3%
O=C(c1cnc(N2CCCCC2)c2ccccc12)N1CCN(c2ccc(F)cc2)CC1	-4%	·	-8%
COc1ccc([C@H]2CC(=O)C=C(c3ccc(CNC(=O)OC(C)(C)C)cc3)C2)cc1	-10%	·	-18%
CC(C)(C)C(=O)[C@@H]1[C@@H]2C(=O)N(c3ccc4c(c3)OCCO4)C(=O)[C@@H]2C2c3ccccc3C=CN21 (stereo not given in full)	?	3%	5%
Nc1cc[n+](CC(=O)c2ccccc2)cc1	0%	-5%	-12%
COc1ccc(CNC(=O)N2CCN(c3ccccc3OC)CC2)cc1	1%	4%	3%
COc1c(C)cc(NC(=O)c2ccc3c(c2)NC(=O)CO3)cc1C	-4%	4%	-1%
Nc1nonc1-n1nnc(C(=O)N/N=C/c2cccc(Cl)c2)c1-c1ccc2c(c1)OCO2	-10%	7%	5%
Cc1ccc(NC(=O)c2ccc3snnc3c2)cc1	0%	-7%	9%
Cc1ccc(-c2nn(CC(=O)N3CCOCC3)c(=O)c3ccccc23)cc1S(=O)(=O)N(C)C	-1%	-2%	12%
COc1cc(C(=O)NC(=S)Nc2ccccc2N2CCOCC2)cc(OC)c1OC	-12%	-1%	-4%
COc1ccc(NC(=S)N/N=C2/CCCc3c(C)cc(C)cc32)cc1	1%	6%	-14%
CSCCC(C(=O)OCC(=O)c1ccc(C)c(C)c1)N1C(=O)c2ccccc2C1=O (stereo not given)	-7%	19%	-7%
Cn1c(C(=O)NCc2ccccc2F)cc2oc3ccccc3c21	-5%	·	-2%
C/C(=N/NC(=O)CN1CCN(S(=O)(=O)c2ccc(Br)cc2)CC1)c1cccnc1	3%	4%	1%
COc1ccc(N(C)S(=O)(=O)c2cccc(C(=O)Nc3ccc(OC)nc3)c2)cc1	-2%	-2%	·
O=C(OCC(=O)c1c[nH]c2ccccc12)c1cncc(Br)c1	0%	·	-15%
Cc1sc(NC(=O)C(C)C)c(C(=O)Nc2ccccc2)c1C	-4%	22%	-21%
Cc1ccc(S(=O)(=O)C2(C(=O)Nc3cccc(F)c3)CC2)cc1	-1%	4%	-18%
COc1cc(C2C(C#N)=C(N)N(Nc3ccccc3)C3=C2C(=O)CC(C)(C)C3)ccc1OCc1cccc(F)c1 (stereo not given)	-5%	8%	6%
COc1ccc(N2CCN(C(=O)CSc3nnc4n3C(C)(C)Cc3ccccc3-4)CC2)cc1	-4%	30%	-17%
CC(=O)Nc1ccc2nc(SCCOc3ccccc3Cl)sc2c1	-16%	·	-3%
O=C(CSc1nc2c(cnn2-c2ccc(F)cc2)c(=O)[nH]1)Nc1ccccc1C(F)(F)F	2%	·	-14%
Cc1ccc(S(=O)(=O)n2cc(-c3ccccc3)c3ccccc32)cc1	-7%	·	8%

One compound at a time, from the list above:
Record of `O=C(OCC(=O)c1c[nH]c2ccccc12)c1cncc(Br)c1` = GCN5L2 inh = 0%; N370S GC = ·; FEN1 inh = -15%
Record of `Cc1ccc(S(=O)(=O)n2cc(-c3ccccc3)c3ccccc32)cc1` = GCN5L2 inh = -7%; N370S GC = ·; FEN1 inh = 8%

Going on with the list.
SMILES	GCN5L2 inh	N370S GC	FEN1 inh
CC(=O)c1cc2c(cc1NS(=O)(=O)c1ccccc1C)OCO2	-4%	7%	·
CC(C)(C)c1ccc(CSc2nc3c(c(=O)[nH]2)CCCC3)cc1	-10%	·	16%
O=[N+]([O-])c1cc([N+](=O)[O-])c(Oc2cccnc2Br)cc1NN1CCCCC1	-2%	22%	14%
O=c1nc(Nc2ccc(OCc3ccccc3)cc2)sc2ncccc12	-2%	-17%	-1%
Cc1noc(C)c1COc1ccc(C(=O)Nc2ncccc2O)cc1	-2%	0%	-1%
CCOC(=O)C(CC)Sc1ccc2nnc(CCNS(=O)(=O)c3ccccc3)n2n1 (stereo not given)	3%	-1%	-18%
CCOC(=O)c1cc2ccc3ccccc3c2s1	-5%	1%	-13%
COc1cc(OC)cc(C(=O)NNC(=O)CCOc2ccccc2OC)c1	-3%	·	?
COc1cccc(-n2nnc(-c3nc(-c4cccs4)no3)c2N)c1	-21%	·	-4%
CCOC(=O)C1(Cc2cccc(OC)c2)CCN(Cc2cccnc2)CC1	-7%	-3%	2%
Cc1cccc(NC(=S)NC23CN4CN(CN(C4)C2)C3)c1	-14%	7%	7%
C=CCC[C@@H](Cc1ccc(F)cc1)C(=O)OC[C@@H](NC(=O)[C@@H](CC=C)CC(=O)N[C@@H](CO)Cc1ccccc1)C(C)(C)C	-15%	·	-22%
CCNC(=O)COC(=O)/C=C/c1cccc(F)c1	4%	-6%	-3%
OCC[C@H]1C[C@H](O)[C@@H](O)[C@]2(OCCc3ccccc32)O1	1%	-13%	-8%

Some of the compounds tested, so the mix of outcomes need not match the whole.
